High-throughput results from PubChem.
PMI inhibition: human PMI inhibitors, high substrate, primary screen, biochemical, fluorescence intensity, high mannose 6-phosphate (AID 1220); 190,000 compounds, 0.66% hits; Mannose-6-phosphate isomerase (Homo sapiens); inhibition, % at 20 µM, or IC50 in µM where a hit was titrated; recombinant PMI enzyme, coupled fluorescence intensity; higher % means a stronger effect
human PMI inhibition: inhibitors of human PMI, primary screen, biochemical, fluorescence intensity, coupled assay (AID 1209); inhibition, % at 20 µM; hits with a dose series show IC50 in µM; 190,000 compounds, 0.42% hits; purified PMI enzyme, coupled fluorescence intensity; higher % means a stronger effect; Mannose-6-phosphate isomerase (Homo sapiens);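 further: plate controls were DMSO vehicle for no effect and wells lacking substrate for full effect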
P. falciparum M1AAP: P. falciparum M1AAP inhibitors, biochemical, fluorogenic H-Leu-NHMec substrate, 1536-well (AID 1445); recombinant M1AAP, H-Leu-NHMec fluorogenic kinetic assay; higher % means a stronger effect; 220,000 compounds, 0.42% hits; inhibition, % at 30 µM; hits with a dose series show IC50 in µM; Aminopeptidase N (Plasmodium falciparum (isolate 3D7));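 active means primary inhibition above the hit cutoff, then over 50% inhibition at one or more dose response concentrations, cut at about 23% in these data, passing the limit was not always enough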;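 further: plate controls were DMSO full reaction for no effect and no enzyme background for full effect; strong numbers were not always called active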
WT yeast gro inh: growth inhibition of WT strain, primary screen, mitochondrial fusion inhibitor project, WT and mutant strains, chemical genetic | mitochondrial fusion phenotypic screen | inhibition, % at 10 µM | 190,000 compounds, 2.1% hits | AID 1362, 2008; in the data active means inhibition above about 58%; tested in S. cerevisiae
Hep lipid drop: inhibitors of hepatocyte lipid droplet formation, primary screen, imaging, high-throughput imaging, BODIPY stain | AML12 mouse hepatocytes, oleate lipid droplets | inhibition, % at 6.5 µM | 240,000 compounds, 0.4% hits | AID 1656, 2009;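 active means lipid droplet intensity inhibited by at least 50%, with more than 500 cells counted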
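material = mouse AML12 hepatocyte cell line, fixed after treatment | also added = 100 µM oleic acid challenge | doses = compound at 6.5 µM only | schedule = overnight exposure | technique = Image-based BODIPY and DAPI two-channel analysis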
TNAP activation fold: human TNAP enzyme activators, primary screen, biochemical, luminescent, no phosphate acceptor, uHTS (AID 1001); activation fold at 20 µM; hits with a dose series show EC50 in µM; purified TNAP, luminescent activation assay, no phosphate acceptor; higher activation fold means a stronger effect; 200,000 compounds, 0.03% hits; Alkaline phosphatase, tissue-nonspecific isozyme (Homo sapiens); in the data active means activation fold from about 3, or a potency from the dose series; inactive means the rest, 99 in 100 with activation fold below about 1.6; further: many of its hits are not listed in these tables
Myeloid diff 2: induction of myeloid progenitor differentiation, primary screen, cell-based, flow cytometry, MLPCN library; ER-HoxA9 myeloid progenitors, lysozyme-GFP differentiation; calls only at 10 µM; 360,000 compounds, 1% hits; AID 624256, 2012;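 active means normalized GFP-positive differentiation at or above the plate's own cutoff, the solvent-only control mean plus 3 SD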;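 further: cells exposed to compound for four days before flow analysis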
CSM14.1 death rescue: rescue of cells from ER stress-induced death, primary screen, 384-well, CSM14.1, thapsigargin, ATP luminescence (AID 1222); 190,000 tested, under 10 active; CSM14.1 thapsigargin-induced death rescue, ATP luminescence; higher % means a stronger effect; one-dose cellular ATP content (survival), % at 20 µM; EC50 in µM for titrated hits;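 active means EC50 below 50 µM in the dose-response confirmation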;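 further: death triggered by thapsigargin at about 15 µM added after 2 h compound pretreatment; cell ATP read after overnight thapsigargin exposure of roughly 18 to 22 hours; normalized against plate controls of thapsigargin alone and 5% DMSO vehicle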
K1F lysis inhibition: inhibition of K1F phage lysis, E. coli UTI89, bacterial capsule biogenesis inhibitors, alamar blue (AID 488966); E. coli UTI89 K1F phage lysis, alamar blue, 2 h; higher % means a stronger effect; inhibition, % at 100 µM, or IC50 in µM where a hit was titrated; 340,000 compounds, 0.02% hits;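 active means phage lysis inhibition, versus mean bacterial control, above a set limit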;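 further: capsule biogenesis inhibitors block K1F phage lysis so surviving cells raise fluorescence; higher fluorescence means more inhibition of phage lysis; actives were called in the ten point dose series up to 300 µM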
WT yeast gro inh mutant strain: further read-out of WT yeast gro inh, marked with its call; inhibition, %; mitochondrial fusion phenotypic screen, mutant strain inhibition
Hep lipid drop cells 6.5 µM: further read-out of Hep lipid drop, marked with its call; cell count; measured here: cell count, cytotoxicity flag;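 cells counted across two imaged fields per well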
Myeloid diff 2 GFP+ MAC1+ %: second read-out of Myeloid diff 2, no call of its own (marks repeat the call); GFP+ MAC1+ double positive, %; measured here: differentiation confirmed by MAC1 staining
* marks the source's active call; other numbers are inactive results; i = inactive; . = no result given; [ ] = remark or other dose. Unless noted, no stated cut-off is given here; in the data, active means inhibition above about 50%; inactive means the rest.

SMILES	PMI inhibition	human PMI inhibition	P. falciparum M1AAP	WT yeast gro inh	WT yeast gro inh mutant strain	Hep lipid drop	Hep lipid drop cells 6.5 µM	TNAP activation fold	Myeloid diff 2	Myeloid diff 2 GFP+ MAC1+ %	CSM14.1 death rescue	K1F lysis inhibition
O=S(=O)(Cc1cc(-c2ccc(Cl)cc2)no1)c1ccccc1	12.6%	9.6%	-3.4%	-3.2	-6.0	12.2	728	1.2	i	0.6	-2.5%	0.5%
CN1/C(=C/C=C(C#N)C#N)C(C)(C)c2ccccc21	-3.7%	-4.5%	-1.0%	-9.5	-26.0	-4.8	623	1	i	0.1	-0.9%	0.2%
Cc1cc(C)nc(SCc2ccc(C(=O)N/N=C/c3ccc(C(=O)O)cc3)cc2)n1	1.2%	-9.1%	1.7%	-12.8	3.8	27.7	707	1.1	i	0.4	0.6%	0.0%
Oc1cccc2c(NC(=S)Nc3ccc(SC(F)F)cc3)cccc12	32.0%	11.2%	10.0%	65.0*	49.7*	10.3	578	0.9	i	0.1	-1.4%	0.4%
Cc1noc(C)c1C(=O)NCc1ccco1	5.5%	12.0%	-3.5%	-10.1	-4.2	-1.0	698	1.1	i	8.8	.	0.8%
CCCCn1c(-c2csc3ccccc23)n[nH]c1=S	6.2%	9.4%	-2.3%	25.8	33.3	4.6	810	0.8	i	4.2	-3.9%	0.8%
O=C(Nc1nnc(COc2ccccc2F)s1)Nc1ccccc1F	.	.	3.0%	.	.	-12.6	703	.	i	0.4	.	-2.7%
Cn1cccc1C(=O)OCc1cc(Cl)cc2c1OCOC2	7.8%	-10.3%	5.7%	-0.7	-4.7	.	.	0.8	i	0.8	-2.3%	-0.1%
C=CCN1CC(C)/C(=N\O)CC1C (stereo unspecified)	.	.	2.9%	.	.	-12.2	751	.	i	0.6	.	-0.9%
CCc1c(C)nc(N)n2c(SCC(=O)Nc3ccccc3OC)nnc12	-8.0%	-2.2%	-1.3%	1.2	-2.2	.	.	1.1	i	0.3	-3.5%	8.1%
COc1ccccc1/C=C/C=N/NC(=O)c1ccncc1	-9.5%	-7.9%	14.3%	-6.2	-12.4	0.2	711	0.9	i	0.4	-1.8%	0.3%
CC(=O)N(c1ccccc1)c1nc(/C=C/C(=O)O)cs1	-9.4%	-8.9%	2.7%	-18.1	7.0	20.4	703	1.1	i	0.4	3.1%	-0.1%
Cn1c(/C(C#N)=C2/CCCCCN2)nc2ccccc21	13.0%	6.5%	3.6%	9.8	14.0	.	.	1.1	i	4.0	9.4%	0.9%
CCOC(=O)C1(S(=O)(=O)c2ccc(Cl)cc2)CCN(Cc2ccccc2)CC1	14.5%	13.0%	-8.5%	-1.9	5.6	.	.	1	i	0.7	-1.1%	1.1%
Cc1cc([N+](=O)[O-])nn1CCC(=O)Nc1nccs1	-3.1%	5.4%	2.4%	-4.4	10.8	-0.2	683	1	i	0.3	0.5%	-0.5%
Cc1c(Cl)cnc(NC(=O)COC(=O)c2cccc(S(=O)(=O)N3CCc4ccccc4C3)c2)c1Cl	28.6%	4.7%	11.5%	-3.4	-1.9	2.0	591	1.1	i	0.6	-0.6%	5.1%
Cn1c(NCCCN2CCOCC2)nc2c1c(=O)n(Cc1ccc(Cl)cc1Cl)c(=O)n2C	-0.7%	-1.6%	3.6%	-53.2	-54.2	.	.	1.1	i	1.5	0.5%	-0.5%
O=C(Nc1nnc(-c2ccccc2Cl)o1)c1ccco1	9.5%	20.6%	-3.4%	8.0	1.9	-2.8	682	1.1	i	10.6	.	-2.1%
COc1ccc(C(=O)C2CCCN(Cc3c(C)[nH]c4ccccc34)C2)c(OC)c1 (stereo unspecified)	31.5%	33.5%	3.9%	-1.7	-1.7	-18.9	699	1.1	.	.	-2.5%	.
CN(c1ccccc1)c1nc(N)c([N+](=O)[O-])c(N2CCOCC2)n1	.	.	14.4%	.	.	-1.1	701	.	i	0.7	.	-0.6%

Entries shown so far with a nitro group on carbon (2):
SMILES	PMI inhibition	human PMI inhibition	P. falciparum M1AAP	WT yeast gro inh	WT yeast gro inh mutant strain	Hep lipid drop	Hep lipid drop cells 6.5 µM	TNAP activation fold	Myeloid diff 2	Myeloid diff 2 GFP+ MAC1+ %	CSM14.1 death rescue	K1F lysis inhibition
Cc1cc([N+](=O)[O-])nn1CCC(=O)Nc1nccs1	-3.1%	5.4%	2.4%	-4.4	10.8	-0.2	683	1	i	0.3	0.5%	-0.5%
CN(c1ccccc1)c1nc(N)c([N+](=O)[O-])c(N2CCOCC2)n1	.	.	14.4%	.	.	-1.1	701	.	i	0.7	.	-0.6%

(continued)
SMILES	PMI inhibition	human PMI inhibition	P. falciparum M1AAP	WT yeast gro inh	WT yeast gro inh mutant strain	Hep lipid drop	Hep lipid drop cells 6.5 µM	TNAP activation fold	Myeloid diff 2	Myeloid diff 2 GFP+ MAC1+ %	CSM14.1 death rescue	K1F lysis inhibition
CC1=NN(C(N)=S)C(C)(C)C1	.	.	-9.5%	.	.	1.9	726	.	i	0.7	.	-1.6%
O=C(O)CCCC(=O)N1N=C(c2ccccc2)CC1c1ccc2nccnc2c1 (stereo unspecified)	3.0%	4.2%	3.1%	0.0	15.5	25.6	646	1	i	0.4	-2.2%	2.0%
COCCCNC(=O)NC(=O)c1ccccc1	4.8%	6.5%	4.8%	6.3	6.0	15.2	642	1.1	i	0.2	-1.6%	0.7%[50 µM]
CCCCCCOc1ccc(OC(=O)c2ccncc2)cc1	5.0%	8.0%	4.3%	25.8	26.9	-118.1	751	1	i	0.8	1.6%	1.5%
O=C(NCC1CCCO1)C1CCN(C2CCN(Cc3ccco3)CC2)CC1 (stereo unspecified)	-6.3%	-0.3%	-0.9%	14.4	-1.5	4.2	718	1	i	1.1	-0.7%	0.8%
Cc1cnn(C(=O)c2cc(-c3ccccn3)nc3ccc(Cl)cc23)c1	-21.7%	-42.4%	-2.4%	-0.5	10.1	.	.	0.9	i	0.2	0.4%	0.4%
COn1c(-c2ccccc2)nc2c1CCc1c-2no[n+]1[O-]	-28.0%	-18.6%	-4.3%	-10.5	-6.9	2.7	779	1.1	i	1.0	0.3%	0.5%
COC(=O)CSc1nnc(SCc2ccccc2)s1	3.0%	5.4%	-1.6%	4.0	6.4	.	.	1.2	i	2.3	5.0%	2.3%[50 µM]
N#C/C(=C\c1c[nH]c2ccccc12)C(=O)Nc1ncc(Cc2ccc(Cl)cc2Cl)s1	-4.5%	0.0%	4.0%	5.0	-5.4	1.6	681	0.9	i	1.8	-3.5%	0.8%
CCCCn1c(SCC(=O)NCc2ccco2)nnc1-c1ccoc1C	0.3%	6.1%	-0.6%	2.3	3.8	2.1	747	1.2	i	0.2	0.0%	4.4%
CCO[C@H]1OC(C(=O)NCc2ccccc2)=C[C@@H](C)[C@@H]1CCCO	-1.1%	8.2%	0.1%	5.2	10.6	-8.9	686	1.1	i	1.9	-0.7%	1.7%
CCOCCCn1c(=S)[nH]c2cc(C(=O)NCC(OC)OC)ccc2c1=O	8.6%	7.9%	5.3%	3.8	3.6	-9.1	807	1	i	0.2	-1.7%	0.1%
O=C(CSCc1ccc(Cl)cc1Cl)Nc1nccs1	-6.3%	-11.8%	-8.0%	10.7	3.7	0.9	750	1.1	i	0.4	-0.2%	0.1%
O=[N+]([O-])c1ccc2c(c1)nc1n2CCCCC1	-1.3%	-0.5%	9.9%	-4.4	10.6	1.1	678	1.1	i	0.1	-0.8%	0.1%
O=C(Nc1ccc(Cl)cc1)c1csc(Cc2ccccc2)n1	19.5%	14.7%	1.7%	74.1*	26.1*	-7.8	625	1	i	0.2	-1.6%	0.8%
CCOc1cc(/C=N/NC(=O)c2ccncc2)cc(Cl)c1OS(C)(=O)=O	0.5%	-2.3%	-4.4%	-1.7	-9.7	14.4	675	1.1	i	0.1	-2.1%	2.5%[50 µM]
O=C(CCC(=O)c1cccs1)NCc1ccncc1	6.2%	-0.2%	0.5%	-19.8	-7.6	21.5	677	1.1	i	0.6	0.4%	0.3%
CSCc1nc2scc(-c3ccccc3)c2c(=O)[nH]1	-19.8%	-25.8%	5.5%	0.2	-14.5	5.5	661	1.1	i	0.7	-0.4%	-0.1%
COc1ccc(NC(=S)N(Cc2cccnc2)Cc2ccco2)cc1	7.4%	2.1%	5.8%	-8.8	9.1	-1.3	660	1.1	.	.	1.9%	0.2%
O=C(N/N=C/c1ccc2c(c1)OCO2)c1cc(-c2ccccc2)nc2ccccc12	14.0%	7.4%	-1.6%	23.8	14.7	-15.9	596	1	i	0.9	1.6%	1.2%
Clc1ccc(-c2csc3ncnc(N4CCc5ccccc5C4)c23)cc1	1.4%	1.6%	-1.6%	64.8*	-8.8*	1.2	658	1.1	i	0.4	-2.4%	0.2%[50 µM]
Cc1nc(CCNC(=O)COc2ccccc2)cs1	-0.3%	-1.5%	4.1%	15.9	-1.8	-4.3	671	1.1	i	2.9	-4.0%	1.2%
CCN1CCN(C2=C(Cl)C(=O)N(Cc3ccccc3)C2=O)CC1	-29.3%	-27.0%	4.2%	-13.4	-16.9	-3.4	722	1.1	i	0.5	3.0%	0.1%
COc1ccc(C(=O)N2CCN(C3CCC(c4ccccc4)CC3)CC2)cc1OC (stereo unspecified)	9.6%	8.9%	2.7%	1.9	7.3	14.7	715	1.1	i	1.3	.	-0.2%
c1cncc(CSc2ccc(-c3cccs3)nn2)c1	3.5%	-3.5%	-2.8%	23.9	-5.0	5.3	708	1	i	0.0	-9.1%	0.5%
O=C(c1ccccc1F)N1CCOCC1	-3.0%	2.5%	4.3%	-25.3	-8.7	2.5	699	1.1	i	0.4	-0.1%	0.1%
O=c1c2ccccc2nnn1CSc1nnc(-c2cccnc2)n1-c1ccccc1F	-3.4%	-6.1%	-0.2%	0.1	-7.3	.	.	1.2	i	0.5	-0.9%	0.1%
CCOc1cc(/C=N/NS(=O)(=O)c2ccccc2)ccc1OS(=O)(=O)c1ccc(C)cc1	-22.4%	-3.9%	14.5%	-18.2	-1.8	-16.0	750	1.1	i	1.0	0.1%	9.8%
O=C(Oc1c(Br)cc(Br)c2cccnc12)N1CCCCC1	13.6%	10.6%	1.6%	9.8	5.5	-27.4	733	1.1	.	.	-2.6%	1.5%
COc1ccc(C)cc1N(CC(=O)Nc1cccc(N(C)S(C)(=O)=O)c1)S(C)(=O)=O	14.5%	13.0%	2.2%	-8.3	6.4	12.8	744	1.1	i	0.5	-2.1%	0.3%
CCOC(=O)N1CCN(CC(=O)c2c(C)[nH]c3ccccc23)CC1	-9.0%	8.8%	9.2%	-16.7	0.3	-15.3	652	1.1	i	1.0	-2.9%	0.1%
